Large T inhibition – SV40 large T antigen inhibitors, biochemical (AID 1903). actives 0.39% (n = 310,000). SV40 large T antigen ATPase/helicase inhibition assay; higher % means a stronger effect. one-dose inhibition, % at 20 µM; IC50 in µM for titrated hits; in the data active = a potency from the dose series; inconclusive = inhibition mostly from about 32% at the one dose, without a potency; inactive = the rest, 99 in 100 with inhibition below about 32%; also: strong numbers were not always called active
CSM14.1 death rescue – protection against thapsigargin-triggered cell killing – 384-well, CSM14.1, ATP luminescence, primary screen (AID 1222). CSM14.1 thapsigargin-induced death rescue, ATP luminescence; higher % means a stronger effect. cellular ATP content (survival), % at 20 µM, or EC50 in µM where a hit was titrated. 190,000 tested, under 10 active;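 active = EC50 below 50 µM in the dose-response confirmation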;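 also: death triggered by thapsigargin at about 15 µM added after 2 h compound pretreatment; cell ATP read after overnight thapsigargin exposure of roughly 18 to 22 hours; normalized against plate controls of thapsigargin alone and 5% DMSO vehicle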
TNAP activators – human TNAP enzyme activators, primary screen, biochemical, luminescent, no phosphate acceptor, uHTS (AID 1001); purified TNAP, luminescent activation assay, no phosphate acceptor; higher activation fold means a stronger effect; one-dose activation fold at 20 µM; EC50 in µM for titrated hits; actives 0.03% (n = 200,000); in the data active = activation fold from about 3, or a potency from the dose series; inactive = the rest, 99 in 100 with activation fold below about 1.6; also: many of its hits are not listed in these tables
RSV antiviral HEp-2 – inhibition of RSV-induced cytopathic effect – HEp-2 cells, primary 10 µM value included (AID 2391) | HEp-2 cells, RSV-induced CPE inhibition; higher % means a stronger effect | CPE inhibition, % at 10 µM; hits with a dose series show IC50 in µM | actives 0.13% (n = 310,000); in the data active = a potency from the dose series; inconclusive = CPE inhibition mostly from about 23% at the one dose, without a potency; inactive = the rest, 99 in 100 with CPE inhibition below about 21%; also: strong numbers were not always called active
Insulin prom up – MIN6 insulin promoter up-regulation | MIN6 insulin promoter-GFP reporter, high-content imaging; stronger effect = higher value | z-score at 5 µM | actives 0.3% (n = 190,000);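 active = z-score above 3 at 5 µM with at least 500 cells counted in the well; inconclusive = wells under 500 cells, flagged as cytotoxic or low count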
human PMI inhibitors – MPI inhibition at elevated mannose 6-phosphate – biochemical, fluorescence intensity, high mannose 6-phosphate, primary screen (AID 1220). recombinant PMI enzyme, coupled fluorescence intensity; higher % means a stronger effect. inhibition, % at 20 µM; hits with a dose series show IC50 in µM. actives 0.66% (n = 190,000)
West Nile virus CPE – inhibition of WNV-induced cytopathic effect – cell-based, CPE readout (AID 1621). West Nile virus-infected cells, CPE inhibition; higher % means a stronger effect. CPE inhibition, % at 10 µM, or IC50 in µM where a hit was titrated. actives 0.02% (n = 290,000); in the data active = a potency from the dose series; inconclusive = CPE inhibition mostly from about 3.7% at the one dose, without a potency; inactive = the rest, 99 in 100 with CPE inhibition below about 2.2%; also: strong numbers were not always called active
PMI inhibitors – MPI enzyme activity inhibition – biochemical, fluorescence intensity, coupled assay, primary screen (AID 1209); purified PMI enzyme, coupled fluorescence intensity; higher % means a stronger effect; inhibition, % at 20 µM, or IC50 in µM where a hit was titrated; actives 0.42% (n = 190,000);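 also: plate controls were DMSO vehicle for no effect and wells lacking substrate for full effect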
Salmonella PhoP GFP – PhoP-dependent GFP reporter repression – Salmonella Typhimurium, primary screen (AID 1863). S. Typhimurium PhoP-regulated promoter GFP reporter, 4 h; higher % means a stronger effect. one-dose inhibition, % at 50 µM; IC50 in µM for titrated hits. actives 0.16% (n = 300,000);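 active = inhibition over 29.93%, a cutoff 3 SD above the screen mean, later confirmed by dose response; inconclusive = inhibition over 29.93% but no dose response follow-up; inactive = inhibition at most 29.93% or unconfirmed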;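 also: 0% = low Mg2+ inducing control and 100% = high Mg2+ repressing control; strong numbers were not always called active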
Insulin prom up cell count – further read-out of Insulin prom up, marked with its call; cell count; measured here: cytotoxicity, nuclei count;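 total cells summed across four imaged fields per well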
Active calls of the source: *; ? = inconclusive; · = no result given; & = joins results of further samples. Rule as the data show it, unless noted: active = inhibition above about 50%; inactive = the rest.

SMILES | Large T inhibition | CSM14.1 death rescue | TNAP activators | RSV antiviral HEp-2 | Insulin prom up | Insulin prom up cell count | human PMI inhibitors | West Nile virus CPE | PMI inhibitors | Salmonella PhoP GFP
CCOc1ccc(S(=O)(=O)N/N=C\c2ccc3c(c2)OCO3)cc1 | 14.7% | · | · | 4.7% | · | · | · | -0.4% | · | -2.6%
CCN(CC)c1ccc(S(=O)(=O)N2CCOCC2)cc1NC(=O)CSc1n[nH]c(N)n1 | 7.4% | · | · | 0.0% | -0.22 | 1337 | · | 0.3% | · | 2.3%
O=C(CC1C(=O)NCCN1C(=O)Nc1ccc(C(F)(F)F)cc1)Nc1ccc(F)cc1 (stereo not given) | 6.0% | · | · | ? | 0.49 | 1035 | · | 0.3% | · | -5.2%
c1ccc(N2CCN(c3nc4ccccc4[nH]3)CC2)nc1 | 9.3% | · | 1.1 | -2.6% | 0.75 | 996 | -5.2% | 0.1% | -14.1% | -4.1%
NS(=O)(=O)c1ccc(NC(=S)NCc2ccc3c(c2)OCO3)cc1 | 21.9% | -0.2% | 1.1 | 1.0% | -0.09 | 1430 | 17.1% | -0.3% | 46.0% | -3.0%
O=C(COc1ccccc1)NCC(=O)N1CCCC1 | 16.1% | · | · | 0.0% | · | · | · | 0.3% | · | 8.2%
CCc1c(O)nc(SCc2ccc(F)cc2)[nH]c1=O | 4.2% | · | · | 1.9% | · | · | · | 0.0% | · | -3.0%
COc1cc(C(=O)OCC(=O)N2CCCCC2C)cc(NC(=O)c2cccs2)c1OC (stereo not given) | 8.4% | 8.7% | 1.1 | 0.9% | 0.17 | 1130 | 1.4% | -0.2% | -1.6% | -8.6%
COc1cc(OC)c(NC(=O)Nc2ccc(OC)c(OC)c2)cc1Cl | 7.5% | -2.0% | 1.1 | 0.6% | -0.14 | 1235 | 15.1% | -0.4% | 16.5% | 41.6%
CCCCN(C(=O)CSCc1ccc(C)cc1)c1c(N)n(CCC)c(=O)[nH]c1=O | 15.4% | · | · | 0.9% | · | · | · | -0.1% | · | 10.8%
CCN1CCCC1CNC(=O)c1cc(S(=O)(=O)CC)c(N)cc1OC (stereo not given) | 7.2%&2.1%&-3.2% | 1.8% | 1.1 | -0.5% | 0.09 | 1452 | -1.4% | -0.5% | 1.3% | 4.1%&6.3%&-0.5%
COc1ccc(NC(=O)CSc2nnc(Cn3c(=O)sc4ccccc43)n2C)c(OC)c1 | 1.4% | -1.6% | 1.1 | 1.7% | 0.17 | 1317 | 0.6% | · | 1.5% | -13.2%
O=C(/C=C/c1ccco1)Oc1cccc2cccnc12 | 5.3% | · | · | 3.8% | -0.09 | 1422 | · | -0.1% | · | -9.2%
O=C(COc1ccc(Cl)cc1Cl)Nc1ccc(CN2CCOCC2)cc1 | 5.5% | · | · | 20.1% | · | · | · | 0.2% | · | 0.4%
CCN(CC)S(=O)(=O)c1ccc(N2CCOCC2)c(NS(=O)(=O)c2ccc(C(C)C)cc2)c1 | 3.3% | -1.5% | 1.1 | 2.2% | -0.05 | 1381 | -10.0% | -0.6% | -11.8% | 6.8%
COc1ccc(-c2noc(COc3ccc4ccccc4c3Br)n2)cc1OC | 27.7% | -1.3% | 1 | 1.0% | 0.89 | 1845 | 9.8% | -0.3% | 9.9% | -5.3%
Cc1[nH]n2c(=O)cc(C(C)(C)C)nc2c1-c1ccccc1 | 3.5% | -1.2% | 1 | 6.1% | -0.68 | 1210 | 11.7% | -0.4% | 6.0% | -3.1%
Cc1ccc(C(O)Cn2cc([N+](=O)[O-])nc2C)cc1 (stereo not given) | 19.7% | · | · | · | -0.86 | 995 | · | 0.6% | · | -8.2%
CCN1/C(=C\c2ccc3ccccc3[n+]2CC)Sc2cc(C)ccc21 | 24.9% | -1.3% | 0.8 | -0.2% | ? | · | -0.5% | 3.3% | 16.9% | -68.6%
O=C(c1cccc([N+](=O)[O-])c1)N(c1ccccn1)c1ccccn1 | 2.3% | 2.2% | 1.1 | 1.2% | -0.23 | 1354 | 14.7% | 0.9% | 16.5% | -5.0%
Cc1cccc2cc3c(NC(=O)C(C)C)nn(C)c3nc12 | 4.0% | -0.1% | 1 | 2.9% | 0.59 | 1166 | 0.7% | -0.1% | -5.8% | 1.9%
COc1ccc(-c2ocnc2C(=O)N2CCN(C(c3ccccc3)c3ccccc3)CC2)cc1 | 3.3% | 0.4% | 1.1 | 11.6% | 1.08 | 1176 | 8.7% | -0.5% | 5.1% | -4.9%
O=C(NCCCN1CCCC1)c1ccc2c(Cl)c3c(nc2c1)CCCC3 | 2.3% | -0.5% | 1 | 13.7% | -0.44 | 1178 | -3.8% | 0.7% | 1.0% | 3.0%
COc1ccc(CNC(=O)c2noc(C)c2[N+](=O)[O-])cc1 | 3.4% | -11.4% | 1 | -0.1% | -0.25 | 1377 | -8.4% | 0.4% | -11.5% | 3.3%
CC1CCCC(NC(=O)COC(=O)c2ccccc2Sc2ccccc2C#N)C1C (stereo not given) | 2.9% | 5.6% | 1 | 0.9% | -0.18 | 1442 | -4.8% | -0.9% | 4.6% | 1.1%
COc1cc(CN2CCN(S(=O)(=O)c3ccc(NC(C)=O)cc3)CC2)cc(OC)c1O | 8.4% | 0.4% | 1 | 1.1% | -0.03 | 1223 | 50.8%* | 0.5% | 22.4% | -5.0%
Cc1ncoc1C(=O)N1CCCC(N2CCN(c3cccc(C(F)(F)F)c3)CC2)C1 (stereo not given) | 26.2% | · | · | 1.9% | · | · | · | -0.6% | · | -0.5%
O=C(NCCCn1ccnc1)c1cc(C2CC2)on1 | -1.0% | -1.6% | 1.2 | -0.1% | 0.61 | 2004 | 16.2% | -0.1% | 13.8% | 12.3%
CCCCCC(C)NC(=O)CN1C(=O)NC(C)(c2ccc3ccccc3c2)C1=O (stereo not given) | 12.1% | · | · | 21.5% | · | · | · | -0.9% | · | -2.1%
CCCC(=O)Oc1cccc(C2NC(=O)c3ccccc3O2)c1 (stereo not given) | 10.5% | · | · | 0.7% | · | · | · | 0.5% | · | -1.5%
Cc1cc(C)cc(OCC(=O)OCC(=O)Nc2ccc(Cl)cn2)c1 | -2.9% | 0.1% | 1 | 1.6% | · | · | 3.6% | -0.1% | 5.2% | 0.2%
CSc1nc(C)c(Cl)c(C)c1C#N | -6.8% | 0.3% | 1.1 | 0.9% | -0.32 | 1238 | 1.1% | 0.0% | 7.1% | -2.8%
COc1ccc(-c2n[nH]c(=S)n2Cc2ccccc2)cc1OC | 8.8% | · | · | 2.7% | · | · | · | 0.4% | · | -1.6%
CC(C)CCNC(=O)CCn1nc(-c2ccccc2)ccc1=O | 5.2% | -0.8% | 1 | 0.5% | -0.24 | 1612 | 11.0% | · | -7.1% | -10.7%
CCCCCCCC(=O)N/N=C/c1cccnc1 | 1.3% | -0.3% | 0.8 | 2.5% | -1.6 | 881 | -3.2% | -0.1% | -7.3% | 6.3%
CCN(CC)S(=O)(=O)c1ccc(C)c(NC(=O)COc2ccc3c(C)cc(=O)oc3c2)c1 | 8.1% | -1.6% | 1.1 | 2.5% | 0.07 | 1375 | 6.3% | 1.5% | 8.0% | -14.5%
Cc1cc(Cl)ccc1NC(=O)COC(=O)c1nc2nccc(C)n2n1 | 6.4% | 0.1% | 1.1 | 1.6% | 0.39 | 1191 | -8.9% | 0.9% | -9.7% | 13.8%
CCN(Cc1ccccc1)Cc1ccc(OCc2ccccc2)c(OC)c1 | 5.6% | · | · | 0.2% | · | · | · | -1.2% | · | -4.0%
CC(NC(=O)NC12CC3CC(CC(C3)C1)C2)c1ccc2c(c1)OCO2 (stereo not given) | 3.1% | -0.6% | 1.2 | 3.6% | -0.11 | 1617 | -5.5% | -0.8% | -7.3% | -9.2%
COc1cc(C(F)(F)F)nc2c(Br)c(C(C)(C)C)nn12 | 11.3% | · | · | 1.5% | 0.48 | 1357 | · | 0.9% | · | -16.0%
Cc1cccc(NS(=O)(=O)c2cc(C(=O)N3CCCC3)ccc2Cl)c1 | 20.7% | -7.1% | 1 | 1.8% | 0.47 | 1228 | -6.9% | -0.9% | 2.7% | 5.1%
COc1cccc(N2CCN(c3ccc([N+](=O)[O-])cn3)CC2)c1 | 16.6% | · | · | 6.5% | · | · | · | 2.0% | · | 16.5%
COc1ccccc1NC(=O)NNC(=O)c1ccc2c(c1)NC(=O)C(C)(C)O2 | 8.0% | · | · | 1.3% | · | · | · | 0.8% | · | 5.5%
N#CC(C#N)=Cc1cccn1-c1ccc(C(=O)O)cc1 | 29.4% | -0.9% | 1.1 | -1.8% | -1.71 | 1201 | -7.5% | 0.7% | -6.5% | 7.9%
Cc1ccc(Cl)cc1N1CCN(S(=O)(=O)c2c(C)[nH]c(=O)[nH]c2=O)CC1 | 11.4% | -2.3% | 1.1 | 5.5% | -0.43 | 1658 | 4.2% | 0.1% | 11.4% | 14.7%
Cn1c(=O)n(C)c2cc(NC(=O)CSc3nnc(-c4ccccc4O)n3-c3ccccc3)ccc21 | 12.0% | -0.5% | 1.2 | 3.6% | · | · | -10.3% | 0.5% | -2.6% | -3.0%
O=C(Nc1ccccc1Cc1ccccc1)c1ccc2c(c1)SC1=NS(=O)(=O)CCN12 | 15.9% | 0.9% | 1.1 | 1.2% | 0.35 | 1346 | 11.7% | -0.5% | 5.1% | -6.3%
CCC(NC(=O)c1ccccc1O)c1ccccc1 (stereo not given) | -1.8% | -0.8% | 1.1 | 1.0% | -0.6 | 1255 | 2.5% | -0.1% | 0.4% | 7.1%
CCC(=O)Nc1cccc(NC(=O)CSc2nnnn2C)c1 | 0.0% | -1.0% | 1 | 0.8% | 0.23 | 1344 | -11.1% | 0.7% | -24.6% | 7.6%
COc1ccc(OCCCCOc2ccccc2Cl)cc1 | 2.5% | -3.0% | 1.1 | 2.1% | 0.45 | 1502 | 0.9% | -0.4% | 1.2% | -4.6%
COc1ccc(NC(=O)c2cccc3c2C(=O)N(C2CCCCC2)C3)cc1 | 12.9% | · | · | -0.2% | · | · | · | 0.0% | · | 4.6%
CC1CCCCC1NC(=O)CSc1nc2ccccc2[nH]1 (stereo not given) | 10.2% | · | · | 9.6% | · | · | · | 0.5% | · | -4.0%
N#C/C(=C(\O)c1ccco1)c1ccccn1 | 4.9% | -1.0% | 1.1 | 1.3% | · | · | 11.2% | 0.1% | 10.7% | 6.9%
C[C@]12CCC3C(CC[C@H]4CCCC[C@]34C)C1CC[C@@]2(O)CNCCO (stereo not given in full) | 4.0% | · | · | 4.4% | · | · | · | -2.1% | · | 13.5%
Brc1ccccc1Cn1c(-c2cscn2)nc2ccccc21 | 5.4% | 1.7% | 1.1 | 0.0% | -0.5 | 951 | 4.6% | 1.4% | 4.3% | -12.3%

3 entries from above, arranged by the number in PMI inhibitors, falling:
molecule | Large T inhibition | TNAP activators | RSV antiviral HEp-2 | human PMI inhibitors | West Nile virus CPE | PMI inhibitors | Salmonella PhoP GFP
N#C/C(=C(\O)c1ccco1)c1ccccn1 | 4.9% | 1.1 | 1.3% | 11.2% | 0.1% | 10.7% | 6.9%
Brc1ccccc1Cn1c(-c2cscn2)nc2ccccc21 | 5.4% | 1.1 | 0.0% | 4.6% | 1.4% | 4.3% | -12.3%
CCC(=O)Nc1cccc(NC(=O)CSc2nnnn2C)c1 | 0.0% | 1 | 0.8% | -11.1% | 0.7% | -24.6% | 7.6%

Screening results: PubChem, several laboratories
